Rab9 prom act – activates the Rab9 promoter. Huh7 Rab9 promoter-luciferase reporter, luminescence, 24 h. Potency, µM (doses to about 9.22 µM), for inactives: at the top dose activation, negative = inhibition, actives largely listed as activators. hit rate 2.8% among 320,000. AID 485297; note: potency is the fitted concentration of half-maximal effect; % of control where 0% means no effect; nearly all actives have a fitted effect of over 60% in size
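Cell-based reporter: Huh7 stable for Rab9 promoter-driven luciferase, plated in reduced-serum medium with 10% FBS at 1500 cells/well, compound-treated 24 h at 37 °C, luminescence read after 10 min reagent.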
Tb PFK block – T. brucei PFK enzyme inhibition; O15648; T. brucei PFK, ADP-Glo luminescence; Potency, µM (highest dose often 57.5 µM), for inactives: top-dose activity, negative = inhibition, usual class: inhibitors; hit rate 0.17% among 330,000; AID 485367;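 note: potency is the fitted concentration of half-maximal effect; 0% = uninhibited 1x PFK enzyme wells and -100% = no-enzyme wells; nearly all actives have a fitted effect of over 60% in size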
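PFK 1.25 nM, F6P 0.5 mM, ATP 0.1 mM, 0.1 M TEA pH 8.0, 5 mM MgCl2, 0.01% Tween20, 0.1% BSA; 45 min RT. ADP-Glo readout. qHTS titration up to 57 uM; curves fitted, compounds curve-classed.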
uPA generation – cell surface uPA generation inhibition | cell surface uPA generation assay, qHTS | Potency, µM (doses to about 38.3 µM), inactives show top-dose activity change, negative = inhibition, hits mostly inhibitors | hit rate 0.31% among 330,000; active = well fitted inhibition curve with a large enough effect; inconclusive = small, poorly fitted or top-dose-only effect; inactive = no such curve, though single readings can be large or run the other way; tested in mouse RAW 264.7 cells; note: potency is the fitted concentration of half-maximal effect; % is set by controls: 0 for no effect and ±100 for the full control effect; nearly all actives have a fitted effect of over 55% in size
Giardia kill – Giardia lamblia killing | Giardia lamblia trophozoite viability | activity change, % at 7.66 µM, hits read low | hit rate 0.15% among 340,000; in the data active = activity change below about -80%; inconclusive = between about -30% and that limit;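 note: parasites exposed to compound for two days anaerobically before the ATP read; % is set by controls: 0 for no effect and ±100 for the full control effect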
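Compounds were tested on trophozoites seeded at 100 cells/well and held 48 hrs at 37 deg C anaerobically. An ATP-based luminescent kit measured the remaining live cells.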
NPC1 promoter act – NPC1 promoter activation. Huh7 NPC1 promoter luciferase reporter, 24 h. Potency, µM (top dose mostly 9.22 µM), for the others: top-dose activation, usual class: activators. hit rate 2.4% among 320,000. AID 485313;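 note: potency is the fitted concentration of half-maximal effect; % of control where 0% means no effect; nearly all actives have a fitted effect of over 60% in size; reporter is driven by a mutant NPC1 promoter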
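Stably transfected Huh7 (NPC1 promoter→luciferase), 1500 cells/well in Opti-MEM + 10% FBS, 2 h settle, then compound 24 h at 37 °C. Luminescence after 10 min with Amplite reagent.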
KCNH2 3.1 inh – KCNH2 3.1 (human) potassium channel inhibition; U2OS KCNH2 3.1, thallium flux FluxOr; stronger effect = lower value; activity change, % (tested at about 1.8 µM); hit rate 0.95% among 340,000; AID 720553;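 active = maximum activity change below -70%; inconclusive = maximum activity change from -70% to -50%; inactive = maximum activity change above -50%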;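 note: thallium influx rate constant from kinetic fluorescence after stimulation buffer; % is set by controls: 0 for no effect and ±100 for the full control effect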
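Normalized rate constant (relative to positive and negative DMSO controls) derived from a 2 min kinetic fluorescence read after stimulation; U2OS cells expressing the 3.1 isoform via virus at 1.77 x 10^8 /mL.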
FLuc counter – inhibits or activates purified firefly luciferase, miR-21 counter-screen | hit rate 6.9% among 360,000 | P08659 | AID 588342 | Potency, µM (doses to about 57.5 µM), for inactives: at the highest dose activity change, negative = inhibition, most hits filed as inhibitors | purified FLuc, Km substrates, luminescence inhibition;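 note: potency is the fitted concentration of half-maximal effect; plate controls were vehicle for no effect and reference inhibitor for full effect; nearly all actives have a fitted effect of over 55% in size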
Target sequence (P08659 whole entry, looked up): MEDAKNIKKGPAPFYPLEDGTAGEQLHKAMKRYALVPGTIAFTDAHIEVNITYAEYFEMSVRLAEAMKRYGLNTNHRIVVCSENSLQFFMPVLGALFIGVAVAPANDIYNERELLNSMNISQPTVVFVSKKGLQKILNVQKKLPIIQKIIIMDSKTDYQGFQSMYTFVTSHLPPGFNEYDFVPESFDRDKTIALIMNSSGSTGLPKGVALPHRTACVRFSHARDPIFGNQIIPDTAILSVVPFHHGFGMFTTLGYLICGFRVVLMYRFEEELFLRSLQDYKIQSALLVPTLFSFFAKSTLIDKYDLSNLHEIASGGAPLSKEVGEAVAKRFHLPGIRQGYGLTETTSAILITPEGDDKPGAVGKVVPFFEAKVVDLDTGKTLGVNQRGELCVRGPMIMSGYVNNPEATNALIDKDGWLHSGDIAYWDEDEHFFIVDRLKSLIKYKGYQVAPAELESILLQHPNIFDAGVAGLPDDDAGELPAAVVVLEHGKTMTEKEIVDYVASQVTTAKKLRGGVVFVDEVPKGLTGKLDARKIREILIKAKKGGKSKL
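Biochemical qHTS of compounds, final roughly 60 µM downward over six points, against 10 nM purified firefly luciferase using Km concentrations of substrates (10 uM D-luciferin, 10 uM ATP) in Tris acetate pH 7.5 buffer; luminescence output.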
RORgamma inh – ROR gamma (mouse) transcription inhibition; hit rate 5.4% among 310,000; Potency, µM (doses to about 53.6 µM), for the others: at the top dose activity change, negative = inhibition, actives largely listed as inhibitors; AID 2551; P51450; Drosophila S2 Gal4-RORgamma UAS-luciferase reporter, 20 h; note: potency is the fitted concentration of half-maximal effect; % is set by controls: 0 for no effect and ±100 for the full control effect; nearly all actives have a fitted effect of over 60% in size
Target sequence (P51450 whole entry, looked up, the tested form may be a part): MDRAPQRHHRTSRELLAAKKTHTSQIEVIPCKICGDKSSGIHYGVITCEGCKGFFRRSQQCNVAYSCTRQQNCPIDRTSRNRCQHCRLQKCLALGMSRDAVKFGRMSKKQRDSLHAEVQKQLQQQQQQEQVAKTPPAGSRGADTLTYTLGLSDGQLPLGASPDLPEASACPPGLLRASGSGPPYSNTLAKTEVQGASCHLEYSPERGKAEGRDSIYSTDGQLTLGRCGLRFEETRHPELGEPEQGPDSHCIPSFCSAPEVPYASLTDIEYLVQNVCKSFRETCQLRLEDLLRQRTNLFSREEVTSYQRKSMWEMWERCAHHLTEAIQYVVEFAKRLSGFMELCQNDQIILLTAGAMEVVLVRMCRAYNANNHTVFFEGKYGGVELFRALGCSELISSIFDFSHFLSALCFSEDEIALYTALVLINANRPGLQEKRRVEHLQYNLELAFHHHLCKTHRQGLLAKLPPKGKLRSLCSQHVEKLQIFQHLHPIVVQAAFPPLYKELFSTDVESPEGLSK
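Compounds are pin-transferred onto Drosophila Schneider cells expressing a copper-inducible Gal4–ROR gamma transactivation domain fusion. After 1 hr, copper sulfate is added to 700 uM final; luciferase is read 20 hr later.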
FBPA coupling cs – inhibits coupling enzyme system, counter-screen for aldolase hits; coupling enzyme system counterscreen, AmpLite Red fluorescence; activity change, negative = inhibition, % at 58.2 µM, hits read low; hit rate 0.67% among 290,000; AID 2472; in the data active = activity change below about -30%; note: % is set by controls: 0 for no effect and ±100 for the full control effect
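Activity here indicates interference with the coupling reaction, not aldolase inhibition. Compounds at 57.5 uM final met coupling enzymes for 10 min at RT; substrate and AmpLite Red detection followed, with a 525/598 nm fluorescence read after 20 min.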
ELG1 genotox – genotoxicity induction in ELG1-luciferase HEK293T cells; HEK293T ELG1-luciferase reporter, luminescence, 16 h; Potency, µM (series often up to 46 µM), inactives show top-dose activity change, positive = activation, hits mostly activators; hit rate 1.3% among 330,000; AID 504466; note: potency is the fitted concentration of half-maximal effect; % of control where 0% means no effect; nearly all actives have a fitted effect of over 60% in size
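Luminescence read-out: rising ELG1-luciferase signal, reflecting elevated ELG1 protein under genetic stress, flags genotoxic compounds. Cells were treated for 16 hr at 37 °C before ONE-Glo detection.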
VP16 counter – inhibits Gal4-VP16 luciferase reporter, ROR gamma counter-screen | Drosophila S2 Gal4-VP16 UAS-luciferase, luminescence, 20 h | Potency, µM (titrated, usually from 53.6 µM), for inactives: at the top dose activity, negative = inhibition, hits mostly inhibitors | hit rate 3.5% among 310,000 | AID 2546;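 note: Gal4-VP16 expression switched on by copper sulfate through the metallothionein promoter; potency is the fitted concentration of half-maximal effect; % is set by controls: 0 for no effect and ±100 for the full control effect; nearly all actives have a fitted effect of over 50% in size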
* marks the source's active call; other numbers are inactive results; ? = inconclusive; . = no result given; & = joins results of further samples; ! = not confirmed by another sample; [ ] = remark or other dose. Unless noted, calls come from the whole dose curve; as a rule, active = well fitted curve in the direction sought with a large enough effect; inconclusive = small, poorly fitted or top-dose-only effect, or another doubt; inactive = no such curve, though single readings can be large; an effect the other way counts as inactive or inconclusive.

Molecule | NPC1 promoter act | RORgamma inh | Tb PFK block | uPA generation | KCNH2 3.1 inh | FBPA coupling cs | Giardia kill | VP16 counter | Rab9 prom act | ELG1 genotox | FLuc counter
CC1Sc2ccccc2N(CC(=O)N(C(C)C)C(C)C)C1=O (stereo not given) | -2% | 13% | 1% | 4% | -8 | 1 | -18 | -5% | 1% | 0% | 5%
CN(c1ccccc1)S(=O)(=O)c1nnc(NC(=O)C2CCCCC2)s1 | -2% | -12% | 4% | -8% | 16 | 2 | 8&-5 | 4% | 3% | 2% | 0.67µM*!
CCOc1ccccc1NC(=O)Cc1cccs1 | -7% | . | ? | -2% | 15 | 2 | 22 | . | 0% | -3% | 0%
COc1ccc(Cl)cc1NC(=S)NCc1ccccn1 | 12% | ? | 1% | -2% | 15 | -2 | -15 | ? | 10% | 1% | 3%
COc1ccc(NC(=O)CN(c2ccc(Cl)cc2)S(C)(=O)=O)cc1OC | 5% | 0% | -2% | 1% | -15 | 1 | 17 | -3% | 15% | 2% | 2%
COc1cccc(/C=N/NC(=O)c2ccccc2N(Cc2ccccc2)S(=O)(=O)c2ccccc2)c1OC | -6% | 3% | 4% | -8% | -43 | -3 | 4 | -22% | -6% | 0% | 0%
O=C(O)c1ccc([N+](=O)[O-])cc1 | . | -1% | . | 14% | 4 | . | 8 | -11% | . | . | .
Cc1cccc(NC(=S)N2CCCCCC2)c1 | -1% | ? | 0% | 0% | -11 | 0 | 1 | ? | -1% | 1% | -5%
O=C(NC1CCCCC1)C(c1ccc(Cl)cc1)N1CCC2(CC1)OCCO2 (stereo not given) | 0% | 11% | 3% | 0% | -4 | 1 | -3 | -1% | -5% | 1% | 1%
O=C(CSc1nc2nc3c(cc2c(=O)n1-c1ccccc1)CCCC3)Nc1ccccc1 | -2% | -19% | 13% | 2% | -11 | -2 | 20 | -1% | 2% | 0% | 2%
COc1ccc(CCNC(=O)/C=C/C(=O)O)cc1OC | -4% | -9% | -4% | 6% | 4 | 0 | 11 | 10%[10 µM] | -6% | -1% | 2%
CCCC(O)(CCC)C(=O)NN(C(=O)CCl)c1cccc(C)c1 | -1% | 16µM* | -13% | -7% | 1 | 1 | 8 | ? | -41%[inhibitor] | -4% | 1%
COc1cccc(-c2nc(CS(=O)(=O)CC(=O)NCCCc3ccccc3)c(C)o2)c1 | -1% | 18% | 5% | -2% | -30 | 7 | 8 | -15% | 0% | 0% | -5%&-2%
CC(C)(C)c1ccc(-c2noc(CCC(=O)NCc3ccco3)n2)cc1 | -20% | 0.32µM* | -1% | -8% | 9 | -2 | 9 | 4µM* | -15% | -8% | 2.7µM*
COCc1c(C(=O)N/N=C(/C)c2ccccc2)nnn1-c1nonc1N | -3% | 2% | 3% | -15% | -20 | -1 | 7 | 6% | -2% | 5% | -3%
N/C(=N/OC(=O)c1ccccc1Cl)c1nonc1N | 20% | 20% | 1% | -5% | -11 | 0 | -14 | -10% | ? | ? | 8.5µM*
N#Cc1ccsc1NC(=O)CSc1nncs1 | . | . | 0% | 0% | 13 | . | 5 | . | . | ? | .
Cc1ccc(OC(=S)Nc2ccc(F)cc2)cc1 | -2% | -18% | -11% | 2% | 7 | 0 | 9 | 1% | -7% | -1% | 2%
COc1cc(CN2CCC(n3nccc3NC(=O)c3ccc4c(c3)OCO4)CC2)ccc1O | -4% | -12% | ? | 0% | . | 0 | 25 | 4% | 0% | 2% | 0%
COc1ccc(-c2csc(NC(=O)CSc3n[nH]c(N)n3)n2)cc1 | 10% | 48% | -8% | -2% | 16 | 3 | -15 | -7% | 20% | -5% | ?

Some of these compounds in order of molecular weight, low to high:
Molecule | NPC1 promoter act | RORgamma inh | Tb PFK block | uPA generation | KCNH2 3.1 inh | FBPA coupling cs | Giardia kill | VP16 counter | Rab9 prom act | ELG1 genotox | FLuc counter
N/C(=N/OC(=O)c1ccccc1Cl)c1nonc1N | 20% | 20% | 1% | -5% | -11 | 0 | -14 | -10% | ? | ? | 8.5µM*
CC1Sc2ccccc2N(CC(=O)N(C(C)C)C(C)C)C1=O (stereo not given) | -2% | 13% | 1% | 4% | -8 | 1 | -18 | -5% | 1% | 0% | 5%
O=C(CSc1nc2nc3c(cc2c(=O)n1-c1ccccc1)CCCC3)Nc1ccccc1 | -2% | -19% | 13% | 2% | -11 | -2 | 20 | -1% | 2% | 0% | 2%

Other structures follow:
Molecule | NPC1 promoter act | RORgamma inh | Tb PFK block | uPA generation | KCNH2 3.1 inh | FBPA coupling cs | Giardia kill | VP16 counter | Rab9 prom act | ELG1 genotox | FLuc counter
CCC(C)NC(=O)C1CCCCN1S(=O)(=O)c1ccc(F)cc1 (stereo not given) | -1% | 1% | 0% | 2% | 0 | 1 | 5 | 13% | 3% | -3% | -1%
CCC(=O)Nc1nnc(CSCc2ccccc2)s1 | 5% | -1% | -1% | -3% | -7 | 2 | 3 | 13% | 0% | 2% | -5%
COc1ccc(C(=O)O)cc1S(=O)(=O)N1CCN(c2ccccn2)CC1 | -2% | 3% | 25% | 6% | 13 | 10 | -4 | -4% | 11% | 0% | -1%
Cc1cc(=O)oc2cc(OC(=O)c3ccco3)ccc12 | 0% | -4% | 2% | 1% | 10 | -1 | 9 | 0% | -8% | 0% | 17µM*
COc1ccc(C(=O)COC(=O)CCc2ccccc2)cc1 | -5% | 2% | 0% | 1% | 0 | 1 | -1 | -2% | -2% | -3% | 27µM*
CN(C)S(=O)(=O)NCCNC(=O)c1cc(OCC(F)(F)F)ccc1OCC(F)(F)F | -1% | 14% | -2% | 0% | 0 | 3 | -10 | 1% | -1% | -1% | 2%
Cc1ccc(Nc2nc(CSc3nnc(-c4ccncc4)n3C)cs2)cc1 | 3.2µM* | 16µM* | 8% | -6% | 2 | 3 | ? | ? | 1.3µM* | ? | 0.6µM*
CCOC(=O)c1cc(-c2csc(N/N=C/c3ccccc3Cl)n2)on1 | 0% | -14% | -5% | -2% | -5 | -3 | 9 | -1% | -1% | 3% | -1%
COc1ccc(N2CCN(C(=O)C3Cc4ccccc4CN3C(=O)c3ccccc3)CC2)cc1 (stereo not given) | -5% | 10% | 1% | -6% | 1 | 0 | 10 | ? | -6% | 17% | ?
CC(C)(C)c1ccc(C(=O)N2CCN(c3ncccn3)CC2)cc1 | -2% | -3% | 0% | -10% | -1 | -1 | -2 | -10% | -4% | -1% | ?
O=C(COC(=O)c1cncc(Br)c1)NCc1ccc(F)cc1 | -1% | -9% | 1% | -1% | 4 | 2 | -29 | 4% | -2% | -1% | 3%
COc1ccccc1-c1ccc(SCC(=O)NCCc2ccccc2)nn1 | -3% | -20% | 0% | 27% | 1 | 0 | ? | -3% | 22% | -2% | -12%
Cc1ccc(-c2ccc(SCC(=O)N3CCc4ccccc43)nn2)cc1 | 1% | -9% | -5% | . | . | 0 | . | 4% | 16% | 10% | ?
CC1CCN(CC(=O)Nc2ccc3c(c2)OCO3)CC1 | 12% | . | 0% | -2% | 5 | . | 1 | . | 15% | 6% | -10%
CCCCOc1ccc(/C=N/Nc2cc(N3CCOCC3)nc(C)n2)cc1 | -11% | -109% | -3% | 21% | -95* | 0 | 13 | ? | -1% | -7% | ?
Cc1ccnc(NC(=O)c2cccc(S(=O)(=O)Nc3ccc(C)cc3C)c2)c1 | . | . | 4% | -3% | 3 | . | 0 | . | . | -1% | .
COc1cc(C(=O)N2CCCC(c3nc(-c4cccs4)no3)C2)cc(OC)c1OC (stereo not given) | 0% | 42% | -7% | . | 0 | 6 | 14 | -7% | -5% | 2% | 8%
Cc1cccc(CN2C(=O)NC(c3ccccc3)(c3ccccc3)C2=O)c1 | -2% | ? | 0% | 6% | -89* | -6 | 28 | 4% | 6% | -6% | -2%
O=C(NCc1ccco1)C1CC(c2c(Cl)cccc2Cl)=NO1 (stereo not given) | -3% | 4% | 2% | ? | -5 | 0 | 15 | -29% | 4% | -3% | -20%
Cc1cc(NC(=O)CSc2nnc(-c3ccoc3C)o2)no1 | 16% | -18% | -3% | . | 2 | 10 | 12 | 6% | -1% | -4% | 0%
O=C(CNC(=O)C12CC3CC(CC(C3)C1)C2)N1CCN(S(=O)(=O)c2cccs2)CC1 | -4% | 24% | 1% | -4% | 5 | -1 | -22 | -2% | -8% | -8% | -1%
CCOc1ccc(CCNC(=O)COC(=O)COc2ccc(C(C)=O)cc2)cc1OCC | 10% | . | -10% | -9% | 3 | . | -7 | . | 4% | -3% | -2%
COC(=O)c1ccc(C(=O)OC)c(N)c1 | -1% | 34% | 3% | . | . | 0 | . | 8% | 20% | 7% | ?
COn1c(=O)c(-c2ccc(F)cc2)[n+]([O-])c2ccccc21 | -3% | 34% | 6% | -9% | -2 | -3 | -27 | -11% | -1%[1.84 µM] | -2% | -1%

An unsorted share of the library; about 14% have a hit in one of these screens.
